Source: PubChem BioAssay (The Scripps Research Institute Molecular Screening Center)
ZTA counter: counter-screen for EBNA-1 inhibitors: inhibitors of Epstein-Barr virus ZTA | inhibition, % at 11 µM | ZTA-DNA binding, fluorescence polarization | 320,000 tested, 0.15% active | AID 2234 | P03206; in the data active means inhibition above about 33%
Target sequence (P03206 whole entry, looked up): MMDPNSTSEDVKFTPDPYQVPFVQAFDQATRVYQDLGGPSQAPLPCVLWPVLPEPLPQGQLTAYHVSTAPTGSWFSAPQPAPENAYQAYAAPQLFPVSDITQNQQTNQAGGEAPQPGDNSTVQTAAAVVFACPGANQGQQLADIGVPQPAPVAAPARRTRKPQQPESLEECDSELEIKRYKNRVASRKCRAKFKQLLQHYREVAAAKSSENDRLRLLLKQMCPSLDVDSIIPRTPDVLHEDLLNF
PAD4 inh: human PAD4 inhibitors, primary screen, biochemical, fluorescence polarization, 1536-well format; Protein-arginine deiminase type-4 (Homo sapiens), Q9UM07; recombinant PAD4, RCA probe fluorescence polarization; inhibition, % at 6.36 µM; 330,000 tested, 0.41% active; AID 485272, 2010;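 active means percent inhibition above a cutoff equal to the mean of all tested compounds plus 3 SD, cut at about 15% in these data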;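 further: 0% = PAD4 with RCA probe and DMSO and 100% = probe without PAD4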
EBNA-1 inhibitor: EBNA-1 DNA-binding inhibitors, primary screen, biochemical, fluorescence polarization | 300,000 tested, 0.34% active | inhibition, % at 14.8 µM | AID 1950, 2009; in the data active means inhibition above about 28%
GSTO1 inh: inhibitors of recombinant GSTO1, primary screen, counter-screen for RBBP9 inhibitor project, biochemical, fluorescence polarization. Glutathione S-transferase omega-1 (Homo sapiens), P78417. activity-based probe fluorescence polarization. inhibition, % at 5.96 µM. 300,000 tested, 1.1% active;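 active means inhibition above the campaign mean inhibition plus 3 SD, cut at about 35% in these data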;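 further: 0% = GSTO1-1 with DMSO and 100% = wells lacking GSTO1-1 enzyme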
PREPL inhibitor: PREPL enzyme inhibitors, primary screen, biochemical, fluorescence polarization | inhibition, % at 5.96 µM | AID 2751, 2010 | 320,000 tested, 0.68% active | Prolyl endopeptidase-like (Homo sapiens), Q4J6C6 | recombinant PREPL, fluorescence polarization activity-based probe; in the data active means inhibition above about 43%;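 further: 0% = enzyme with DMSO and 100% = wells lacking enzyme; many of its hits are not listed in these tables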
Target sequence (Q4J6C6 whole entry, looked up): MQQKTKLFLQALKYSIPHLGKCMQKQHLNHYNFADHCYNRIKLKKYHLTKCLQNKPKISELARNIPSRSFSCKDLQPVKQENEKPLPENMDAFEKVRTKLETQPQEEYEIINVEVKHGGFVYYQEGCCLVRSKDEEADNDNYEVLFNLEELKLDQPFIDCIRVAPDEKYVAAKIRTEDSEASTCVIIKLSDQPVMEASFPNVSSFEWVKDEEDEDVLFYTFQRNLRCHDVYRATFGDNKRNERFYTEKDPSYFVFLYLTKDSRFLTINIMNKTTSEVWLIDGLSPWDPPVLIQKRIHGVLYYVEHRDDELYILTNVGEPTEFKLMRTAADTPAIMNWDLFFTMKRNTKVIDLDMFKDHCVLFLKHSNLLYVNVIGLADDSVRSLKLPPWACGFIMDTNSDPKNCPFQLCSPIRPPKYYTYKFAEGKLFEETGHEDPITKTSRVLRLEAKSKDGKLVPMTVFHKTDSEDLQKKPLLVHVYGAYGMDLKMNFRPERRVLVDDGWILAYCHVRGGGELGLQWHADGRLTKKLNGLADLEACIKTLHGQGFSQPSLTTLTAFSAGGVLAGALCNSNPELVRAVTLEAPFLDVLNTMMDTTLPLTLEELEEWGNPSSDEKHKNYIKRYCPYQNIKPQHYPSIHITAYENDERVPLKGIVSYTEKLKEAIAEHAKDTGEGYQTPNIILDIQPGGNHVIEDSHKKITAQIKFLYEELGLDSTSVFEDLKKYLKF
LYPLA2 inh: LYPLA2 inhibitors, primary screen, counter-screen for PME1 inhibitor project, biochemical, fluorescence polarization, FP-Rh probe ABPP. Acyl-protein thioesterase 2 (Homo sapiens), O95372. recombinant LYPLA2. inhibition, % at 5.9 µM. 320,000 tested, 0.38% active. AID 2177, 2009;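 active means inhibition above the screen-wide mean plus 3 SD, limit set per campaign, cut at about 26% in these data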;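 further: 0% = LYPLA2 with DMSO and 100% = wells lacking LYPLA2 enzyme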
PAFAH1B3 FP inh: PAFAH1B3 enzyme inhibitors, primary screen, biochemical, fluorescence polarization, human | Platelet-activating factor acetylhydrolase IB subunit alpha1 (Homo sapiens), Q15102 | recombinant PAFAH1B3, FP-rhodamine probe | inhibition, % at 3.39 µM | 340,000 tested, 0.28% active | AID 492972, 2010;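 active means inhibition above the screen-wide average of all tested compounds plus 3 SD, cut at about 25% in these data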;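 further: 0% = enzyme with DMSO only and 100% = wells lacking PAFAH1B3 protein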
LYPLA1 counter: LYPLA1 inhibitors, primary screen, counter-screen for PME1 inhibitor project, biochemical, fluorescence polarization, FP-Rh probe ABPP. AID 2174, 2009. recombinant LYPLA1. inhibition, % at 5.9 µM. 320,000 tested, 0.16% active;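 active means inhibition above the mean of all tested compounds plus 3 SD, set per campaign, cut at about 14% in these data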;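 further: inhibitors block serine hydrolase probe labeling of LYPLA1 so polarization falls; 0% = enzyme with DMSO and 100% = wells lacking LYPLA1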
PAFAH2 FP inh: PAFAH2 enzyme inhibitors, primary screen, biochemical, fluorescence polarization, human. 340,000 tested, 0.99% active. inhibition, % at 3.39 µM. Platelet-activating factor acetylhydrolase 2, cytoplasmic (Homo sapiens), Q99487. recombinant PAFAH2, FP-rhodamine activity probe;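 active means inhibition above the mean over all tested compounds plus 3 SD, cut at about 30% in these data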;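 further: inhibitors block probe labeling of enzyme so polarization drops; 0% = enzyme with DMSO and 100% = wells lacking PAFAH2 protein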
* marks the source's active call; other numbers are inactive results; . = no result given. The list is partial (hit frequency here may not be typical).

SMILES	ZTA counter	PAD4 inh	EBNA-1 inhibitor	GSTO1 inh	PREPL inhibitor	LYPLA2 inh	PAFAH1B3 FP inh	LYPLA1 counter	PAFAH2 FP inh
COc1ccc(N2CCN(C(=O)c3ccc4c(c3)[nH]c(=S)n3c5ccccc5nc43)CC2)cc1	20	3	0	-20	0	1	.	-7	.
CCOc1ccc(NS(=O)(=O)c2cc(OC)ccc2OC)cc1	5	-2	10	1	-15	0	-2	-3	6
O=C(O)CCC(=O)NNC(=O)CCC1CCCCC1	2	1	-5	-2	12	3	-7	-1	0
CCOC(=O)C1=C(C)OC(N)=C(C#N)C1c1ccsc1 (stereo not drawn)	7	0	5	-4	4	4	10	2	1
CCN(CC(=O)Nc1cccc(OC)c1)C(=O)c1cnc(Cl)c(Cl)c1	15	2	9	3	-1	-4	13	-2	5
CC(C)C(NC(=O)c1ccccc1)C(=O)OCn1nnc2ccccc2c1=O (stereo not drawn)	10	4	.	.	0	0	12	0	-2
O=C(Nc1ccccc1C(=O)N/N=C/c1ccccc1)c1ccco1	-12	-1	-15	-13	-10	-11	-6	-6	0
Cn1c(CNC(=O)c2ccc(Cl)cc2)nnc1SCC(=O)NC1=NCCS1	3	1	-1	4	0	-6	10	-2	0
COc1ccc(OCC(=O)N2CCN(S(=O)(=O)c3ccc(Cl)s3)CC2)cc1	-12	-2	.	.	19	6	-1	-2	2
Cc1ccc(SCC(=O)Nc2ccccc2C(=O)O)cc1	-11	0	-12	2	-10	8	0	-5	-5
Cc1ccc(NC(=O)c2sc(Cl)nc2C)c(C)c1	0	-1	-4	4	2	-4	8	-2	-4
CCc1c(O)nc(SCC(N)=O)n(-c2ccccc2F)c1=O	-19	2	-4	2	7	-1	-2	0	3
CC(=O)c1cccc(NS(=O)(=O)c2ccc3c(c2)oc(=O)n3C)c1	-7	0	-16	8	2	0	11	3	-6
O=C(OCc1cccc(F)c1)c1cc2ccccc2cc1O	16	3	2	3	2	0	7	3	3
O=C(COc1ncnc2sccc12)NC1CCCc2ccccc21 (stereo not drawn)	-4	-1	-14	-5	-9	3	4	-4	-6
S=P(N1CC1)(N1CC1)N1CC1	13	-2	1	16	-4	-2	5	-4	5
COCCn1c(C)nc2oc3ccc(Br)cc3c(=O)c2c1=O	-11	-2	2	-1	20	-1	5	-2	7
COc1ccc(N2CC(C(=O)NC3CCCCC3)CC2=O)cc1 (stereo not drawn)	7	-1	-15	6	-11	4	9	1	0
O=[N+]([O-])c1ccc(Sc2n[nH]c(-c3ccco3)n2)nc1	-17	-3	8	6	3	10	1	4	-9
O=C(CSCc1ccc([N+](=O)[O-])cc1)NCCSCc1ccccc1	4	-3	3	1	-3	2	2	-3	13
CC(C)CN1CCC(Oc2cccc(C(=O)NCCc3ccccc3)c2)CC1	8	-5	3	-8	-1	3	5	0	-3
COc1ccc(N2C(=O)CCC(C(=O)N3CCCCCC3)C2c2ccc(OC)c(OC)c2)cc1 (stereo not drawn)	12	-1	5	3	0	2	6	-2	-4
CC1(NC(=O)CC[N+](C)(C)CCO)CS(=O)(=O)CC1S(=O)(=O)[O-] (stereo not drawn)	-6	1	-1	27	12	9	.	-4	.
Cc1cc(CSc2ccccc2)ccc1NC(=O)c1cccc([N+](=O)[O-])c1	5	-5	28*	-3	6	4	-2	1	12
CN(C)c1ccc(-c2cccc(C3CC=CC4C3C(=O)N(Cc3ccccc3)C4c3ccc4ccccc4c3)c2)cc1 (stereo not drawn)	2	-5	1	0	25	-3	-4	-2	1
O=C(CN1C(=O)C2CC=CCC2C1=O)Nc1nc(-c2ccc(F)cc2)cs1 (stereo not drawn)	-9	2	.	.	-1	-3	6	-5	-5
CCOc1ccccc1NC(=O)c1sc2ncn(CC(=O)N3CCOCC3)c(=O)c2c1C	-9	-4	-4	-7	-12	-3	2	1	4
O=C(COC(=O)c1cc[n+]([O-])cc1)Nc1ccc2c(c1)OCCO2	0	0	-1	3	11	5	1	0	-3
COc1ccccc1N=NC1C(=O)N(C(N)=S)N=C1C (stereo not drawn)	-26	-2	-7	-7	-14	-4	4	3	-1
COc1ccccc1-c1nn2c(-c3ccco3)nnc2s1	8	-1	-1	-4	-1	1	4	0	5
COc1ccc(Cn2c(SCC(=O)NCc3ccco3)nc3ccsc3c2=O)cc1	-11	-8	-5	-5	6	0	-4	-1	4
Cc1ccc(-c2noc(-c3ccoc3C)n2)cc1	-8	-5	-7	-5	10	1	-2	2	-3
COc1ccccc1/C=N/NC(=O)c1ccc(=O)n(C)c1	4	-1	6	-1	-3	3	9	-1	-10
CCN(CC(=O)Nc1c(F)cccc1F)C(=O)c1ccc(C(=O)c2ccccc2)cc1	1	-3	-11	-6	21	0	-1	0	6
O=C(COC(=O)CCC(=O)c1ccc(F)cc1)Nc1ccc(Cl)cn1	.	2	.	.	3	.	6	.	-2
COC(=O)c1cccnc1NC(=S)NC(C)C	9	-2	0	-5	-8	1	5	5	1
O=C(Nc1ccc2ccccc2c1)c1onc2c1CCCC2	13	-2	-19	10	-6	-10	-1	-3	-8
Cc1ccc(-c2nnc(CSc3nncn3N)o2)cc1	11	-2	6	7	-6	-4	1	-1	-1
COC(=O)c1ccccc1OCC(=O)N1CCN(c2ccc(F)cc2)CC1	6	1	0	0	7	-1	-4	-1	2
O=C(NCc1nc2ccccc2[nH]1)C1=C[C@H](c2ccccc2)C[C@H](OCCCCO)O1	-8	-2	5	5	0	-3	3	0	-4

Fetched by compound from the list above, 4 records:
SMILES	ZTA counter	PAD4 inh	EBNA-1 inhibitor	GSTO1 inh	PREPL inhibitor	LYPLA2 inh	PAFAH1B3 FP inh	LYPLA1 counter	PAFAH2 FP inh
Cc1ccc(NC(=O)c2sc(Cl)nc2C)c(C)c1	0	-1	-4	4	2	-4	8	-2	-4
CCN(CC(=O)Nc1cccc(OC)c1)C(=O)c1cnc(Cl)c(Cl)c1	15	2	9	3	-1	-4	13	-2	5
O=C(COc1ncnc2sccc12)NC1CCCc2ccccc21 (stereo not drawn)	-4	-1	-14	-5	-9	3	4	-4	-6
O=[N+]([O-])c1ccc(Sc2n[nH]c(-c3ccco3)n2)nc1	-17	-3	8	6	3	10	1	4	-9

(more compounds)
SMILES	ZTA counter	PAD4 inh	EBNA-1 inhibitor	GSTO1 inh	PREPL inhibitor	LYPLA2 inh	PAFAH1B3 FP inh	LYPLA1 counter	PAFAH2 FP inh
CCOC(=O)c1cccc(NC(=O)c2cc(C)nn2-c2ccccc2)c1	5	0	9	6	3	2	10	-4	1
COC(=O)c1ccc2nc(-c3ccc(S(C)(=O)=O)cc3)cn2c1	-9	-3	-6	-5	-17	-4	4	-1	12
CC1=C/C(=N\Nc2ccccc2[N+](=O)[O-])CC(C)(C)C1	10	-4	5	5	15	0	21	2	11
O=C(COc1ccccc1)N1CCN(c2nnc(-c3ccccc3)c3ccccc23)CC1	-2	3	-2	-2	24	1	-2	0	7
O=C(O)CSCc1nc2ccccc2[nH]1	10	-1	5	14	6	4	5	1	0
CC1=C(C(=O)Nc2ccccc2)C(c2ccc3c(c2)OCO3)C2=C(CCCC2=O)N1 (stereo not drawn)	-3	3	15	7	4	-1	9	0	0
CCn1c(SCC(=O)N2CCCCCC2)nc2ccccc2c1=O	-20	-1	-4	5	-4	3	2	6	-6
CSc1ccc(C#N)cc1NC(=O)c1cccnc1Cl	2	-3	-11	1	7	-5	6	2	-7
Cc1ccc2c(c1)N(CC(=O)N1CCCC1)C(=O)c1cccnc1O2	10	-4	4	1	-4	6	8	2	1
Cc1nc2nc(C)c(CCC(=O)N3CCN(c4ccccc4)CC3)c(C)n2n1	2	2	-10	8	3	-1	7	2	-7
CCN(CC)C(=O)CCCSc1nnc(Nc2ccccc2F)s1	15	0	8	1	3	-1	4	1	4
COc1cccc(C(c2ccccc2)N2C3CCC2CN(S(=O)(=O)c2ccc(F)cc2)CC3)c1 (stereo not drawn)	4	-1	6	5	4	-4	-9	-2	3
COCCCNC(=O)c1cc(-c2cccnc2)nc2ccccc12	-1	2	-1	-3	3	-6	0	-4	6
COc1ccc(N2CCN(Cc3cc(=O)oc4cc(C)c(Cl)c(C)c34)CC2)cc1	9	-6	-11	3	30	-2	-1	3	1
COC(=O)C(CC(C)C)NC(=O)CNC(=O)c1ccccc1C (stereo not drawn)	-18	1	7	6	4	4	0	-1	-7
Fc1ccc(C2CC(c3ccccc3)Nc3ncnn32)cc1 (stereo not drawn)	-6	-2	3	0	-36	-1	-4	-1	-1
COc1ccc(-c2cncnc2-c2ccc(OC)cc2O)cc1	-3	-8	-9	9	-14	1	4	1	4
CC(C)CN1CCC(=O)N([C@H](CO)c2ccccc2)CC1	9	-5	1	6	5	4	5	-1	0
Nc1ccc(-c2nc3ccc(N)cc3[nH]2)cc1	-5	-2	6	12	21	3	10	-1	2
CC1CCC(NC(=S)NCCN(C)C)CC1 (stereo not drawn)	-22	-3	9	4	9	-4	0	0	-5
COC(=O)c1ccc(NC(=O)C[n+]2ccccc2)cc1	8	-2	6	8	9	5	4	-2	1
CC1Cc2ccccc2N1C(=O)Cn1cnc2ccccc2c1=O (stereo not drawn)	15	-5	-13	6	-12	1	18	1	4
CCOc1ccc(NC(=O)CSc2nnnn2CC(=O)O)cc1	9	-1	-7	-1	9	-6	9	3	2
COc1ccc(C2CC(c3ccccc3)=NN2C(=O)c2ccc(F)cc2)cc1 (stereo not drawn)	6	-2	13	-2	-12	-4	0	-4	1
Cc1cccc(NC2SC(=O)N(c3ccccc3)C2=O)c1 (stereo not drawn)	2	4	-5	-4	-7	-5	-2	-2	0
CC1CCCN(c2ccc(C(=O)Nc3nnc(C4CC4)s3)cc2[N+](=O)[O-])C1 (stereo not drawn)	-5	-2	8	-1	23	-6	5	-5	3
COc1ccccc1S(=O)(=O)Cc1ccc(C(=O)N2CCCC2)o1	-7	-1	4	-1	-1	-1	8	4	-3
COc1ccc(S(=O)(=O)N2CCOC2CNC(=O)C(=O)NCc2ccccn2)cc1 (stereo not drawn)	5	-1	-2	5	3	3	4	1	0
O=C(Cc1ccccc1)NCCC1=CCCCC1	-1	1	-5	1	9	5	-2	-1	4
CC1CN(C(=O)CCNS(=O)(=O)c2ccc(Br)cc2)CC(C)O1 (stereo not drawn)	2	-2	2	1	0	2	2	2	-5
OC[C@H]1O[C@@H](n2cnc3c(NC4CCCC4)ncnc32)[C@H](O)[C@@H]1O	0	1	-5	-3	-14	2	3	0	9
CCOC(=O)c1nc(N)sc1C(=O)OCC	10	-3	-10	4	0	7	3	1	-1
O=C(CCN1CCN(c2ccccc2F)CC1)c1ccc(Br)cc1	0	0	-6	-13	-20	7	17	2	6
Cc1nc(-c2c(C(F)(F)F)noc2-c2ccc(O)cc2O)cs1	-1	1	-2	3	9	0	-3	-5	10
CN(C)S(=O)(=O)c1ccc(C(=O)OCc2nnc(-c3ccccc3)o2)cc1	-5	0	-5	9	6	6	3	-1	4
COc1cc(C)ccc1OCc1cc(C(=O)NCCN2CCCC(O)C2)no1 (stereo not drawn)	13	-4	6	5	4	-4	-1	0	-1
COC(=O)c1c(C)n(-c2ccc(OC)cc2)c2ccc(O)cc12	-3	3	2	6	22	9	7	1	0
